# Compound activity from PubChem.
# EPAC1 agonist – EPAC1 (human) agonism; actives 0.073% (n = 360,000); Potency, µM (doses to about 154 µM), inactives show at the top dose activation, usual class: activators; EPAC1 agonist qHTS, biochemical assay; response scale: 100% = response to 6.5 mM cAMP; O95398; note: potency is the fitted concentration of half-maximal effect; nearly all actives have a fitted effect of over 60% in size
#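 Normalized to 6.5 mM cAMP, activity reflects EPAC1-catalysed release of BODIPY-GDP from Rap1B, followed kinetically over 30 min at 480 nm excitation, 540 nm emission. Reaction contained 100 nM EPAC1, 250 nM Rap1B-BODIPY-GDP, 50 uM GDP.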
# EPAC1 antag – EPAC1 (human) antagonism; O95398; EPAC1 GEF assay, Rap1b-BODIPY-GDP exchange fluorescence; Potency, µM (doses to about 115 µM), inactives show at the highest dose activity change, negative = inhibition, usual class: inhibitors; actives 0.14% (n = 360,000); AID 720709;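 note: potency is the fitted concentration of half-maximal effect; plate controls were vehicle for no effect and positive control for full effect; nearly all actives have a fitted effect of over 50% in size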
# WRN helicase inh – inhibitors of human WRN helicase. actives 0.46% (n = 360,000). Potency, µM (doses to about 114 µM), inactives show at the highest dose activity change, negative = inhibition, hits mostly inhibitors. Q14191. WRN helicase unwinding, fluorescent forked duplex, kinetic. AID 651768; note: potency is the fitted concentration of half-maximal effect; % is set by controls: 0 for no effect and ±100 for the full control effect; nearly all actives have a fitted effect of over 55% in size
#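 Kinetic red-fluorescence monitoring (525/598 nm) tracks WRN helicase activity after 100 nM fluorophore-quencher forked duplex and 2 mM ATP are added to 20 nM enzyme pretreated 15 min at room temperature with compound.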
# EPAC2 antag – blocks human EPAC2 exchange factor; EPAC2 GEF exchange of Rap1B-BODIPY-GDP, fluorescence; Potency, µM (highest dose often 114 µM), for inactives: top-dose activity, negative = inhibition, actives largely listed as inhibitors; actives 0.18% (n = 360,000); AID 720708; note: potency is the fitted concentration of half-maximal effect; % is set by controls: 0 for no effect and ±100 for the full control effect; nearly all actives have a fitted effect of over 45% in size; many of its hits are not listed in these tables
# Mm-Cpn inhibitor – M. maripaludis TRiC chaperonin inhibition. AID 504842. purified Mm-Cpn ATPase, ADP Transcreener TR-FRET. actives 0.031% (n = 330,000). Potency, µM (titrated, usually from 76.9 µM), without a hit: at the highest dose activity, negative = inhibition, actives largely listed as inhibitors; note: potency is the fitted concentration of half-maximal effect; % is set by controls: 0 for no effect and ±100 for the full control effect; nearly all actives have a fitted effect of over 80% in size
#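 ATPase turnover read by TR-FRET ADP competition (Eu cryptate antibody/ADP-d2, 665/590 nm): 10uM ATP final, 25nM Mm-CPN final, 30 min 37degC after 10-min compound preincubation, pH 7.4 Tris/KCl/MgCl2/DTT buffer.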
# CCT modulator – modulators of cytosolic chaperonin (CCT/TRiC) activity; purified chaperonin ATPase assay, HTRF ADP detection, 30 min; activity change, % (no concentration beside the values), hits read low; actives 0.3% (n = 360,000); in the data active = activity change below about -30%; note: % is set by controls: 0 for no effect and ±100 for the full control effect
#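 TRiC at 40 or 20 nM final (batch-dependent) in 30 mM Tris pH 7.4, 100 mM KCl, 5 mM MgCl2, 1 mM DTT, with compound at single 76 uM and 10 uM ATP, 30 min at 37 deg C. ADP detected by HTRF Transcreener, 665/615 ratio.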
# PLK1 PBD block – blocks phosphopeptide binding to human PLK1 polo-box domain. P53350. Plk1 PBD binding of FITC phosphopeptide, fluorescence polarization. Potency, µM, without a hit: max response, negative = inhibition, hits mostly inhibitors. actives 2.8% (n = 360,000); note: potency is the fitted concentration of half-maximal effect; series mostly up to about 57 µM; % is set by controls: 0 for no effect and ±100 for the full control effect; nearly all actives have a fitted effect of over 65% in size
# PI5P4K alpha inh – PI5P4K alpha (human) kinase inhibition; PI5P4Kalpha enzyme, ADP-Glo luminescence, 60 min; stronger effect = lower value; AID 652105; max response, %; actives 1.2% (n = 330,000); active = max response of -50% or lower; inconclusive = between -30% and -50%; inactive = -30% or higher; note: value at the top dose of about 77 µM; % is set by controls: 0 for no effect and ±100 for the full control effect
#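 Enzyme plus substrate dispensed, test compounds pinned in, then ATP (5 microM final) added. After 60 min at RT, ADP-Glo reagent 1 for 45 min and reagent 2 for 30 min preceded luminescence imaging.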
# * hit, by the source's call; ? = inconclusive; nt = no result given; [ ] = another dose, or the depositor's remark. Unless noted, calls come from the whole dose curve; as a rule, active = well fitted curve in the direction sought with a large enough effect; inconclusive = small, poorly fitted or top-dose-only effect, or another doubt; inactive = no such curve, though single readings can be large; an effect the other way counts as inactive or inconclusive. An excerpt, so the mix of outcomes need not match the whole.
# Results follow in this order: PLK1 PBD block	EPAC2 antag	PI5P4K alpha inh	EPAC1 antag	Mm-Cpn inhibitor	CCT modulator	WRN helicase inh	EPAC1 agonist
> CCOc1ccccc1NC1=C(Cl)C(=O)N(c2ccc(OC)cc2)C1=O
    -18%	-10%	9	-21%	2%	-2.8	-29%	14%
> CCOc1ccc(OCC(O)CNC2CCN(Cc3ccccc3)CC2)cc1 (stereo not given)
    -17%	-17%	4	-14%	0%	-3.1	4%	-5%
> CCN(Cc1ccccc1)C(=O)C1CCN(CC2CC=CCC2)CC1 (stereo not given)
    2%	8%	-7	-16%	-1%	-1.9	9%	-7%
> CCN1C(=O)C(CC(=O)NC2CCCCC2)N(CC)C1=O (stereo not given)
    0%	0%	-1	3%	0%	-2.8	0%	7%
> O=C1NCCCN1C1OC(CO)C(O)C1O (stereo not given)
    -1%	1%	-7	14%	nt	-1.3	-4%	11%
> Oc1ccccc1/C=N/n1c2ccccc2c2ccccc21
    -2%	-2%	nt	6%	1%	-7.4	-8%	11%
> COc1ccc(N2C(=O)C3CCCN3C2c2cc(OC)c(OC)cc2OC)cc1 (stereo not given)
    -10%	-5%	1	2%	1%	0.9	3%	3%
> COc1ccc(N2CCC(CNC(=O)Nc3ccccc3)C2)cc1 (stereo not given)
    -3%	-3%	nt	1%	-7%	-2.0	0%	4%
> Cc1c(Cl)c([N+](=O)[O-])nn1CC(=O)NCC(C)C
    -5%	3%	-1	-19%	0%	-0.8	-1%	15%
> CN(C)CCSc1nc(O)c(-c2ccccc2)c(=O)n1-c1ccccc1
    7%	5%	-2	18%	1%	-1.5	-21%	0%
> Cc1c(NC(=O)CSc2nnc(-c3ccncc3)n2C)c(=O)n(-c2ccccc2)n1C
    -5%	7%	-18	7%	nt	1.4	11%	8%
> Clc1cccc(-c2ccnc3nc(-n4cccc4)nn23)c1
    -11%	-1%	nt	7%	-1%	-12	-6%	9%
> CCOC(=O)c1cccc(NC(=O)CCc2c(C)nc3ncnn3c2C)c1
    2%	-8%	0	10%	0%	-0.7	3%	-3%
> CC1(C(=O)NCc2ccccc2)CN(S(C)(=O)=O)CC(=O)N1CC(F)(F)F (stereo not given)
    3%	8%	-7	2%	nt	nt	6%	-9%
> Cc1ccc(C2(C)NC(=O)N(CC(=O)Nc3ccc(S(=O)(=O)Nc4nccs4)cc3)C2=O)cc1 (stereo not given)
    -18%	-10%	0	18%	-1%	-2.9	-20%	-5%
> CCc1nnc(NC(=O)C2CCC2)s1
    -13%	-2%	1	1%	1%	-2.0	-3%	1%
> O=C(Nc1cc(NC(=O)c2ccccc2F)ccc1Cl)c1ccccc1
    -9%	5%	0	16%	0%	-0.2	11%	-10%
> Cc1c(CC(=O)O)c(=O)oc2c(C)c(OCc3ccccc3)ccc12
    -5%	-11%	4	1%	-6%	0.7	-6%	3%
> CC12CCC(C(=O)Nc3ccncc3)(CC1O)C2(C)C (stereo not given)
    -9%	0%	1	18%	1%	0.3	10%	10%
> Cc1nc(C)n(C(C)CNS(=O)(=O)c2ccc(Cl)cc2)n1 (stereo not given)
    -4%	-1%	3	7%	1%	1.7	-1%	5%
> Cc1occc1C(=O)Nc1ccc(S(=O)(=O)N2CCCC2)cc1
    -10%	-2%	nt	-4%	0%	-1.9	3%	2%
> O=C(CC(=O)c1cccc([N+](=O)[O-])c1)Nc1ccccc1Cl
    -10%	2%	-7	11%	1%	-3.8	-3%	4%
> O=C(CNC(=O)c1ccncc1)N/N=C/c1cc(Br)ccc1O
    4%	10%	-7	-13%	-1%	-0.7	2%	1%
> O=C(OC(C(=O)O)C(OC(=O)c1ccccc1)C(=O)NCc1ccccc1)c1ccccc1 (stereo not given)
    -4%	-4%	nt	0%	1%	0.4	2%	4%
> CCC[N+](C)(C)C(C)C(OC(C)=O)c1ccccc1 (stereo not given)
    -17%	1%	-16	-5%	-5%	0.5	-3%	2%
> CC(=O)c1cccc(NC(=O)COC(=O)c2cccs2)c1
    -7%	7%	-9	-5%	?	-0.2	4%	-2%
> COc1ccc(CCNC(=O)c2ccc(N(C)S(=O)(=O)c3ccccc3)cc2)cc1
    -3%	-2%	0	-1%	1%	-0.8	-4%	3%
> Cc1ncc(C(O)c2ccc(N(C)C)cc2)n1Cc1ccccc1 (stereo not given)
    -8%	4%	-18	-6%	nt	-1.4	4%	7%
> Cc1cccc2cc(C#N)c(NCCNS(=O)(=O)c3ccccc3)nc12
    -12%	-9%	-8	-17%	1%	-1.0	-7%	6%
> Cc1ccccc1-c1ccc(=O)n(CC(=O)Nc2ccc(-n3cnnn3)cc2)n1
    -4%	2%	3	-21%	-5%	2.3	-10%	2%
> Cc1ccc(C)c(S(=O)(=O)N2CCC3(CC2)OCCO3)c1
    -6%	23%	1	-25%	-3%	2.1	-5%	-19%
> O=C(Nc1cccc(C(F)(F)F)c1)C1Cc2c(-c3ccc(Cl)cc3)ccnc2O1 (stereo not given)
    4%	-6%	4	-19%	nt	-0.2	-12%	-13%
> Cc1cc2cc(C)c3nnc(SCC(=O)N4CCN(C(=O)c5ccco5)CC4)n3c2cc1C
    -5%	0%	nt	4%	nt	-4.4	-5%	0%
> O=C1CC(N2CCN(c3nc4ccccc4s3)CC2)C(=O)N1c1ccc(F)cc1 (stereo not given)
    -8%	1%	0	-1%	1%	0.0	-1%	-3%
> COc1cc2[nH]cc(C(=O)NCc3ccccc3)c(=O)c2cc1OC
    -2%	-3%	0	12%	-2%	0.4	-4%	-2%
> CCCCNC(=O)c1ccc2c(OCC)n(CCCC)nc2c1
    -4%	-8%	-1	4%	-2%	-0.4	-4%	11%
> CCCc1cc(C(=O)Nc2cc(C)nn2-c2ccccc2)no1
    4%	-3%	5	4%	-1%	0.0	3%	-10%
> CCN(C(=O)CN1C(=O)S/C(=C\c2cccc(Cl)c2)C1=O)C1CCS(=O)(=O)C1 (stereo not given)
    -24%	1%	3	-1%	-1%	-1.1	-8%	2%
> CC(=O)C(=Cc1ccc(O)cc1)C(C)=O
    -14%	6%	-28	5%	-3%	-1.7	-2%	1%
> CC(=O)c1nn(-c2ccccc2)cc1C(=O)c1ccc(Br)cc1
    -5%	-4%	-8	1%	1%	0.9	2%	-1%
> Cc1ccc2c(c1)C1CC(C)(O2)N(c2cccc(C(=O)N3CCN(c4ccccn4)CC3)c2)C(=O)N1 (stereo not given)
    1%	10%	6	8%	1%	-1.0	0%	-16%
> CN(C)/C=C(\C=O)c1c(Cl)cccc1Cl
    0%	13%	-7	-19%	0%	0.0	7%	1%
> O=C(Nc1ccccc1Cl)c1ccccc1Cl
    -5%	4%	nt	8%	2%	2.1	-12%	6%
> COc1ccc(CN2C(=O)c3cccnc3C2Nc2ccc(C)cc2)cc1 (stereo not given)
    ?	-4%	-7	-17%	-14%	-1.0	0%	6%
> CCn1c(C(=O)NCc2ccccn2)cc2sccc21
    -8%	-2%	nt	6%	-1%	1.3	-2%	10%
> CCOC(=O)c1ccc(NS(=O)(=O)c2cn(C)cn2)cc1
    7%	25%	-9	-11%	2%	-0.1	7%	-8%
> COc1ccc(OC)c(NC(=O)CSc2nc3ccccc3c(=O)n2CC2CCCO2)c1 (stereo not given)
    ?	-11%	-2	-22%	1%	1.4	0%	0%
> CC(C)[C@H](Nc1ccc(C(F)(F)F)cc1[N+](=O)[O-])C(=O)O
    -11%	-6%	0	-9%	-1%	-0.7	-3%	-13%
> Cc1c(C(=O)NCc2ccc3c(c2)OCCO3)sc(=O)n1Cc1ccc(C(=O)N(C)C)cc1
    -6%	6%	-1	4%	nt	1.1	2%[57.1 µM]	8%
> CCOC(=O)CNC(=O)Nc1cccc(Cl)c1C
    -6%	-8%	1	1%	-1%	1.2	-6%	0%
> CC1CCN(S(=O)(=O)c2ccc([N+](=O)[O-])cc2)CC1
    -13%	4%	2	6%	2%	-2.4	6%	8%
> O=C(COc1ccc2c(C(F)(F)F)cc(=O)oc2c1)NCc1cccs1
    -12%	1%	-2	6%	-2%	-1.4	0%	-2%
> OCC1OC(c2ccccc2)OC2COC(c3ccccc3)OC12 (stereo not given)
    -7%	4%	1	-6%	nt	-1.5	-20%	-4%

# An excerpt of these results, with tabs.
Molecule	PLK1 PBD block	EPAC2 antag	PI5P4K alpha inh	EPAC1 antag	Mm-Cpn inhibitor	CCT modulator	WRN helicase inh	EPAC1 agonist
CC(=O)c1nn(-c2ccccc2)cc1C(=O)c1ccc(Br)cc1	-5%	-4%	-8	1%	1%	0.9	2%	-1%
Cc1ccc2c(c1)C1CC(C)(O2)N(c2cccc(C(=O)N3CCN(c4ccccn4)CC3)c2)C(=O)N1 (stereo not given)	1%	10%	6	8%	1%	-1.0	0%	-16%
CN(C)/C=C(\C=O)c1c(Cl)cccc1Cl	0%	13%	-7	-19%	0%	0.0	7%	1%
O=C(Nc1ccccc1Cl)c1ccccc1Cl	-5%	4%	nt	8%	2%	2.1	-12%	6%
COc1ccc(CN2C(=O)c3cccnc3C2Nc2ccc(C)cc2)cc1 (stereo not given)	?	-4%	-7	-17%	-14%	-1.0	0%	6%
CCn1c(C(=O)NCc2ccccn2)cc2sccc21	-8%	-2%	nt	6%	-1%	1.3	-2%	10%
CCOC(=O)c1ccc(NS(=O)(=O)c2cn(C)cn2)cc1	7%	25%	-9	-11%	2%	-0.1	7%	-8%
COc1ccc(OC)c(NC(=O)CSc2nc3ccccc3c(=O)n2CC2CCCO2)c1 (stereo not given)	?	-11%	-2	-22%	1%	1.4	0%	0%
CC(C)[C@H](Nc1ccc(C(F)(F)F)cc1[N+](=O)[O-])C(=O)O	-11%	-6%	0	-9%	-1%	-0.7	-3%	-13%
Cc1c(C(=O)NCc2ccc3c(c2)OCCO3)sc(=O)n1Cc1ccc(C(=O)N(C)C)cc1	-6%	6%	-1	4%	nt	1.1	2%[57.1 µM]	8%
CCOC(=O)CNC(=O)Nc1cccc(Cl)c1C	-6%	-8%	1	1%	-1%	1.2	-6%	0%
CC1CCN(S(=O)(=O)c2ccc([N+](=O)[O-])cc2)CC1	-13%	4%	2	6%	2%	-2.4	6%	8%
